# Screening data deposited in PubChem BioAssay by several laboratories.
# HSP90 refold inh: blocks HSP90-mediated luciferase refolding in reticulocyte lysate; AID 1789; 290,000 tested, 0.91% active; Rabbit reticulocyte lysate, luciferase refolding luminescence, 3 h; inhibition, % at 5.6 µM;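 active means inhibition above the screen-wide mean plus 3 SD, computed separately per campaign, cut at about 16% in these data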;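 further: 0% = DMSO wells and 100% = 60 µM geldanamycin wells; inhibitors lower the luminescence because luciferase stays unfolded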
# Platelet DG rel: platelet dense granule release activity; inhibition, %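 (compounds screened at 7.5 µM in platelet-rich plasma)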; 300,000 tested, 0.22% active; human platelet-rich plasma, SFLLRN dense granule ATP release, luminescence;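 active means mean replicate score, as percent of positive control, at or above 50; inconclusive means mean below 50 but at least one replicate at or above 50; inactive means mean and every replicate below 50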
# DYRK1A inh: Dyrk1A (rat) kinase inhibition; Q63470; ADP-Glo luminescence, NFATc1 peptide; inhibition, % at 12.5 µM; 310,000 tested, 0.43% active; AID 504441; in the data active means inhibition above about 50%;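 further: plate controls were vehicle with enzyme for no effect and no enzyme for full effect; many of its hits are not listed in these tables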
# IEC-6 cytotox: IEC-6 cytotoxicity, counter-screen for KLF5 inhibitors. inhibition, % at 5 µM. 290,000 tested, 0.78% active. luminescence viability; in the data active means inhibition above about 22%;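 further: 0% = plate median of test compound wells and 100% = cytotoxic reference compound wells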
# HSF-1 act: increases HSF-1 driven luciferase reporter signal; NIH3T3-HGL HSF-1 luciferase reporter, MG132, 8 h; 100% = twice DMSO control signal; activation, % at 9 µM; 300,000 tested, 1.7% active; AID 504408;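 active means mean replicate activation of at least 50% with a set share of replicates each reaching 50%; inconclusive means only one of those two conditions met; inactive means mean below 50% and too few replicates reaching it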;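 further: 0% = median of the neutral control wells and 100% = twice that signal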
# GSK3A inh: human GSK-3 alpha kinase inhibition; P49840; ADP-Glo luminescence, 60 min; inhibition, % at 10 µM; 320,000 tested, 0.1% active; AID 2650;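 in the data active means inhibition above about 50%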;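 further: GST-tagged GSK-3 alpha with peptide substrate and 25 µM ATP; 0% = DMSO neutral wells and 100% = GW8510 positive control wells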
# Target sequence (P49840 whole entry, looked up): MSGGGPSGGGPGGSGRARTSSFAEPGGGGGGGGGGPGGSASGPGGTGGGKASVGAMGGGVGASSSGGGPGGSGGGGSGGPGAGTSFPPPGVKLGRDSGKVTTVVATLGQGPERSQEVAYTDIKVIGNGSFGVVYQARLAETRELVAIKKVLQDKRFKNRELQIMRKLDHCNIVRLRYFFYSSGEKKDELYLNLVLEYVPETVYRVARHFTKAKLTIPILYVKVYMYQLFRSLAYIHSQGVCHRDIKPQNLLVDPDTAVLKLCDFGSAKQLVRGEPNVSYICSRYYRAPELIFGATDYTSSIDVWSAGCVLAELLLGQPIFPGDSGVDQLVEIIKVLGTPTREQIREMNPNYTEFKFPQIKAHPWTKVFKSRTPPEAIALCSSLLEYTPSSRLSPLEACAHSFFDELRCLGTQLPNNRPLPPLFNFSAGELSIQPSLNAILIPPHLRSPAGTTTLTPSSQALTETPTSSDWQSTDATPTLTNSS
# HSF1 inhib: HSF1 inhibition; NIH3T3-HGL HSE-luciferase, MG132-induced, luminescence 8 h; hits give low values; activity change, negative = inhibition, % at 7.5 µM (by protocol); 300,000 tested, 0.77% active;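 active means more than half of replicate wells show activity change below -50%, luminescence cut by over half; inconclusive means some wells, but at most half, below -50%; inactive means no replicate well below -50%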;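 further: luciferase reports HSF-1 transcriptional activity via heat shock element; 0% = median of DMSO wells and -100% = zero luminescence signal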
# GSK3beta inhib: blocks human GSK3beta kinase activity | GST-GSK3beta kinase, ADP-Glo luminescence, 60 min; hits give low values | 300,000 tested, 0.038% active | activity score (negative = inhibition), % at 10 µM;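 active means more than half of replicate wells score below -50%, meaning over 50% inhibition versus plate controls; inconclusive means some replicates but at most half score below -50%; inactive means no replicate scores below -50%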;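 further: 0% = median DMSO wells and -100% = median GW8510 positive control wells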
#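 Test system: GST-tagged human GSK3beta kinase, cell-free; evaluation: activity score scaled between in-plate DMSO and GW8510 controls; measured by: ADP-Glo luminescence; incubation: 60 min reaction, RT; benchmarks: DMSO and 20 µM GW8510; reagent: peptide substrate plus 25 µM ATP (final); medium: Tris/MgCl2 kinase buffer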
# aSyn 5UTR inh: 5' untranslated region of α-synuclein, MLPCN primary screen. AID 1813. 300,000 tested, 0.82% active. inhibition, % (tested at 7.5 µM). alpha-synuclein 5'UTR reporter, inhibitor activity; in the data active means inhibition above about 60%; inconclusive means no clear call, values can overlap the other calls;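 further: H4 neuroglioblastoma cells stably carrying SNCA 5'UTR luciferase fusion; 0% = DMSO wells and 100% = positive control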
# KLF5 inh: inhibitors of KLF5 expression | AID 1700 | DLD-1 KLF5 promoter-luciferase reporter, luminescence | 290,000 tested, 0.23% active | inhibition, % at 5 µM;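 active means inhibition above a per-plate limit of that plate's mean compound inhibition plus 3 SD, cut at about 60% in these data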;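 further: 0% = DMSO wells and 100% = LY294002 at 200 µM; higher means less KLF5 promoter-driven luciferase light; inactives centre near -14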
# * marks the source's active call; other numbers are inactive results; ? = inconclusive; . = no result given. The list is partial; count on the stated rates, not on these rows.
SMILES,HSP90 refold inh,Platelet DG rel,DYRK1A inh,IEC-6 cytotox,HSF-1 act,GSK3A inh,HSF1 inhib,GSK3beta inhib,aSyn 5UTR inh,KLF5 inh
Cc1ccc(CSc2nnc(-c3ccc(S(=O)(=O)N4CCCC4)cc3)o2)cc1,-1.0,25.1,2.8,-4.2,0.9,1.0,-1.8,0.4,10.7,-35.2
Cc1sc2ncn(CC(=O)N3CCN(c4ccc(F)cc4)CC3)c(=O)c2c1S(=O)(=O)N1CCOCC1,-3.0,-5.5,1.5,-4.5,-1.4,-0.5,1.1,-1.5,-2.2,-41.8
Nn1cnnc1SCC(=O)Nc1ccc(C2CCCCC2)cc1,-0.1,1.2,-2.7,2.5,1.7,-1.9,-3.4,-3.7,-25.3,-37.4
Cc1ccccc1-n1c(C)cc(/C=C2/C(=N)N3C(c4ccccc4)=CSC3=NC2=O)c1C,1.5,3.2,2.3,11.5,-14.1,-3.5,-14.4,2.7,-45.3,-1.9
CCOC(=O)C1(C)NC(c2ccco2)C2C(=O)N(c3ccccc3)C(=O)C21 (stereo not drawn),-4.9,-11.3,-1.0,-5.0,-5.7,-3.6,-2.5,2.6,11.3,-16.7
Cc1ccc(SCc2c(C#N)c3ccccc3n2C)cc1,0.8,-11.5,-7.3,0.8,34.5,7.1,1.1,-2.1,-38.3,-14.7
Cc1ccc(CN2CCSc3ccc(C(=O)NCc4cccnc4)cc32)cc1,2.4,-0.9,3.2,-9.0,15.4,-0.9,10.7,-0.9,-11.0,-18.4
Cc1ccnc(NC(=O)C2(c3cccs3)CCOCC2)c1,-2.3,-11.1,0.2,-9.9,19.6,0.1,3.5,4.5,-3.6,-27.5
Cc1nonc1CN(C)C(=O)c1cc(COc2ccc(F)cc2Cl)on1,0.0,-3.4,-1.4,3.4,21.2,0.7,8.6,2.0,-29.0,-46.9
CCOC(=O)N1CCN(C(=O)CNC2CCCCCCC2)CC1,1.0,?,-0.7,1.2,-5.7,-3.1,-6.7,0.2,3.5,-14.1
COc1ccccc1NC(=O)Nc1nnc(C(C)C)s1,-9.9,9.5,-0.4,2.6,-41.8,-4.0,-24.0,-1.7,-80.5,-69.7
Cc1ccc(NC(=O)c2ccc(Br)o2)cc1S(=O)(=O)N(C)C,-7.4,0.1,-1.9,-11.6,31.3,-1.4,8.0,-0.6,-125.4,-48.3
Cc1ccc(N(C(=O)Nc2ccccc2)C2=NCCC2)cc1,6.5,-1.5,12.2,-4.8,2.6,-1.5,8.2,1.8,5.9,-23.1
CCCN(Cc1nnc(-c2ccccc2Cl)o1)C(=O)c1cc(S(=O)(=O)N2CCOCC2)ccc1F,.,6.2,-8.0,.,2.6,1.2,1.4,3.8,7.6,.
Cc1ccc(CC2C(=O)N(c3nc(C)cc(C)n3)C(=O)C2C)cc1 (stereo not drawn),3.6,-0.7,3.1,-1.8,6.3,-0.8,0.5,2.1,12.1,-4.1
Cn1c(=O)c(-c2cccc(Cl)c2)c(O)c2ccccc21,.,-3.9,-4.8,.,12.9,1.1,-0.3,0.9,-12.1,.
COc1ccc(/C=N/OCC(=O)NC(c2ccccc2)c2ccccc2)cc1OC,3.6,3.3,-1.1,6.0,5.1,-0.8,14.1,0.1,32.9,6.0
Cc1cccc(C(=O)Nc2nnc(SCC(=O)NC3CC3)s2)c1,-1.0,6.1,7.9,1.6,22.0,0.2,15.5,-1.7,-66.4,-81.7
S=C(Nc1cccc(Cl)c1Cl)N1CCCC1,3.0,.,0.7,10.5,.,.,.,-5.7,.,-8.1
Cc1ccc(-c2cc(NC(=O)c3ccccc3[N+](=O)[O-])n[nH]2)cc1,2.4,4.9,29.1,-1.8,10.8,1.3,8.0,-1.1,-16.1,-56.8
CSCCC(NC(=O)c1ccc(Cl)cc1)C(=O)NC(C)(C)C (stereo not drawn),2.0,-3.0,2.9,3.5,7.7,-0.6,-0.4,2.1,13.8,-25.4
Cc1nnc(SCC(=O)N(C)c2c(N)n(Cc3ccccc3)c(=O)[nH]c2=O)n1Cc1ccccc1,0.7,3.8,-3.7,0.1,-4.9,-3.4,0.8,-4.0,8.7,-2.3
CCn1ncc(Br)c1C(=O)Nc1ccccc1C(=O)OC,-0.6,12.2,9.6,-3.5,-3.2,0.8,2.9,0.5,-49.6,-12.8
CCOC(=O)c1[nH]c(C)c(CN(CCc2ccc(OC)c(OC)c2)C(=O)CCCC(=O)O)c1C,2.0,-0.4,-5.7,-0.3,-27.2,-1.1,-4.7,-1.3,-4.4,-22.1
